# Glioma ERSR ind: qHTS for Inducers of the Endoplasmic Reticulum Stress Response (ERSR) in Human Glioma: qHTS | AID 602332, 2012 | 420,000 compounds, 0.02% hits | Potency, µM, without a hit: top-dose activation, usual class: activators | U87-MG GRP78 promoter luciferase reporter, 16 h; note: potency is the fitted concentration of half-maximal effect; series mostly up to about 76 µM; % of control where 0% means no effect; nearly all actives have a fitted effect of over 35% in size
#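 Stably transfected U87-MG glioma cells carrying a GRP78-based luciferase sensor; 16 h compound incubation. Luminescence end-point read 10 min after Bright-Glo addition at room temperature.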
# D2 PAM: HTS Assay for Positive Allosteric Modulators of the Human D2 Dopamine Receptor: Primary Screen for Potentiators; 340,000 compounds, 0.34% hits; potentiation, % at 10 µM; HEK293 T-REx D2, calcium flux, EC20 dopamine potentiation; D(2) dopamine receptor (Homo sapiens), P14416;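 active = potentiation over 3 SD above the plate norm, cut at about 30% in these data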; note: 0% is about no effect
#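 Potentiation of an EC20 dopamine calcium response measured kinetically over 180 s, after a preceding 180 s compound-only read flagging agonists. Cells: inducible Hek293 Trex D2 line, 4000/well, cultured overnight at 30 C before dye loading.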
# RXFP1 agonist: qHTS Assay for Agonists of the Relaxin Receptor RXFP1; Relaxin receptor 1 (Homo sapiens), Q9HBX9; 370,000 compounds, 0.3% hits; Potency, µM (highest dose often 57.5 µM), without a hit: at the top dose activation, usual class: activators; HEK293T-RXFP1 cAMP TR-FRET, 30 min; response scale: percent of porcine relaxin response, buffer zero; note: potency is the fitted concentration of half-maximal effect; % is set by controls: 0 for no effect and ±100 for the full control effect; nearly all actives have a fitted effect of over 60% in size; many of its hits are not listed in these tables
#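 cAMP rise read by TR-FRET after 30 min, 37C compound exposure (up to 58 uM) in RXFP1-transfected HEK293 cells with Ro 20174 present. EC50 from Hill-equation fits, with 29 nM porcine relaxin as 100% and buffer as basal.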
# D1 antag: Antagonist of Human D 1 Dopamine Receptor: qHTS. activity change, negative = inhibition, % at 10 µM. HEK293 TREx D1 cells, calcium flux, dopamine EC80; active compounds read low. 360,000 compounds, 3.2% hits. D(1A) dopamine receptor (Homo sapiens), P21728. AID 504652, 2011; in the data active = activity change below about -30%; note: % is set by controls: 0 for no effect and ±100 for the full control effect
# Target sequence (P21728 whole entry, looked up): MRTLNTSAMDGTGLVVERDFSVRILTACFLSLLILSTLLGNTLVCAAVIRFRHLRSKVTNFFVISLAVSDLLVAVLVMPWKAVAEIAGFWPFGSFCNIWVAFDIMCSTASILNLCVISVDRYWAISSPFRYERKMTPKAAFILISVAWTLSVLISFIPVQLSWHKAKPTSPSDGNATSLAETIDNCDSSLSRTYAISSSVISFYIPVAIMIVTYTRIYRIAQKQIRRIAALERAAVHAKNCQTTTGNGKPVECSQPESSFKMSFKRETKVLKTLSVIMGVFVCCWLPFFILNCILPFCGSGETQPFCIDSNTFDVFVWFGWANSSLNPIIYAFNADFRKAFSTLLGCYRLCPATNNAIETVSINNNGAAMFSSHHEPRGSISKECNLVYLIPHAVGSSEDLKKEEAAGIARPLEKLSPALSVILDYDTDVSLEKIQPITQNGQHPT
#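 Tetracycline-induced HEK293 T-REx cells with force-coupled D1 receptor were loaded with a no-wash calcium dye. Compound was added after a 10 s baseline and read kinetically for 180 s; EC80 dopamine was then added and calcium flux followed another 180 s.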
# D1 ag: Allosteric Agonists of the Human D1 Dopamine Receptor: qHTS; HEK293 T-REx D1 cells, calcium flux, agonist mode; activation, % at 2 µM; 360,000 compounds, 1% hits; AID 504660, 2011; in the data active = activation above about 30%; note: 0% is about no effect
#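 Inducible HEK293 T-REx D1 cells, force-coupled to calcium signalling, were plated at 4000 cells/well with tetracycline and held overnight at 30 C. After no-wash calcium dye loading, compound-evoked calcium rise over 180 s flagged agonists.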
# Vif-APOBEC3F blk: qHTS for Inhibitors of Vif-A3F Interactions: qHTS. HeLa A3F-eYFP + Vif (tagged APOBEC3F with the HIV-1 protein that degrades it), YFP fluorescence increase. Potency, µM (highest dose often 46.1 µM), for the others: top-dose activity, negative = active. 390,000 compounds, 0.2% hits; note: potency is the fitted concentration of half-maximal effect; % of control where 0% means no effect; nearly all actives have a fitted effect of over 65% in size
#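 HeLa cells stably expressing A3F-eYFP plus Vif, plated and incubated overnight at 37 deg C, then exposed to compounds overnight at 37 deg C. Blocked degradation read as raised yellow fluorescence (Ex 488/Em 500-530).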
# D1 potentiator: Potentiators of Human D1 Dopamine Receptor: qHTS; D(1A) dopamine receptor (Homo sapiens), P21728; HEK293 TREx D1 cells, calcium flux, dopamine EC20 potentiation; potentiation, % at 10 µM; 360,000 compounds, 0.036% hits; AID 504651, 2011; in the data active = potentiation above about 30%; note: 0% is about no effect
# Vif-A3G inh: qHTS for Inhibitors of Vif-A3G Interactions: qHTS; 410,000 compounds, 0.076% hits; HeLa A3G-eYFP + Vif (tagged APOBEC3G with the HIV-1 protein that degrades it), YFP fluorescence, overnight; DNA dC->dU-editing enzyme APOBEC-3G (Homo sapiens), Q9HC16; Potency, µM (titrated, usually from 46.1 µM), inactives show at the highest dose activity, negative = active, hits mostly inhibitors;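 note: potency is the fitted concentration of half-maximal effect; % is set by controls: 0 for no effect and ±100 for the full control effect; nearly all actives have a fitted effect of over 60% in size; hits raise eYFP signal because A3G escapes Vif-driven loss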
# Target sequence (Q9HC16 whole entry, looked up): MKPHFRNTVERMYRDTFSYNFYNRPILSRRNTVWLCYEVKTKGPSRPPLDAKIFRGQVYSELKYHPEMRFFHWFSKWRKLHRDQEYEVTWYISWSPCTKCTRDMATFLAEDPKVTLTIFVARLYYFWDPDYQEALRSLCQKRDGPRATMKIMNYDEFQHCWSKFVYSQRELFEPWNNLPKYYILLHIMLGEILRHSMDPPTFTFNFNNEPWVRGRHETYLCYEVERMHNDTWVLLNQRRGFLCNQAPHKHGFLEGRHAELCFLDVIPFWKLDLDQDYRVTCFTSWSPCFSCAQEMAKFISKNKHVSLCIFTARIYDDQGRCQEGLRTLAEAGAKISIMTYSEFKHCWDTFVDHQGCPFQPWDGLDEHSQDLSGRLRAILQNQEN
#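 Read-out is eYFP fluorescence (Ex 488/Em 500-530) from Vif-expressing HeLa A3G-eYFP cells; more signal means A3G escaped Vif-mediated degradation. Cells plated overnight, compound pinned in, incubated overnight at 37 deg C.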
# RXFP1 antagonist: qHTS Assay for Antagonists of the Relaxin Receptor RXFP1; activity change, negative = inhibition, % at 57.5 µM; Relaxin receptor 1 (Homo sapiens), Q9HBX9; AID 1259400, 2018; 350,000 compounds, 0.59% hits; HEK293-RXFP1, relaxin-stimulated cAMP HTRF, 30 min; active compounds read low;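 active = activity change of -60% or lower, but not beyond a set lower limit; inconclusive = change between -60% and -40%, or beyond the set limit; inactive = change above -40%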; note: % is set by controls: 0 for no effect and ±100 for the full control effect
# Numbers without * were called inactive; ? = inconclusive; / = no result given; & = joins results of further samples. Unless noted, calls come from the whole dose curve; as a rule, active = well fitted curve in the direction sought with a large enough effect; inconclusive = small, poorly fitted or top-dose-only effect, or another doubt; inactive = no such curve, though single readings can be large; an effect the other way counts as inactive or inconclusive.
SMILES,Glioma ERSR ind,D2 PAM,RXFP1 agonist,D1 antag,D1 ag,Vif-APOBEC3F blk,D1 potentiator,Vif-A3G inh,RXFP1 antagonist
Cc1c(NC(=O)C(C)OC(=O)CC2Sc3ccccc3NC2=O)c(=O)n(-c2ccccc2)n1C (centres undefined),4%,-3,0.0%,-5,0,0%,-2,-3%,-5
CCC(C)N1CC(C(=O)O)CC1=O (centres undefined),10%,4,1.1%,2,2,-2%,6,-6%,-11
COc1cc(SC)ccc1C(=O)NCc1ccccc1,0%,/,0.2%,-8,1,-10%,-3,-4%,1
CCCCN(CC)CCNC(=O)Cn1cnc2sc(C)c(S(=O)(=O)N3CCN(c4ccccc4OC)CC3)c2c1=O,-5%,-16,-0.5%,8,-2,4%,2,1%,-3
CNc1c([N+](=O)[O-])cnn1-c1ccccc1Cl,3%,-2,3.8%,-7,0,0%,2,0%,-1
COCCn1c(SCC(=O)Nc2ccccc2F)nnc1-c1ccoc1C,-1%,2,0.6%,5,6,3%,1,1%,14
O=c1cc(CSc2ccc([N+](=O)[O-])cc2)nc2sccn12,5%,7,18%,-4,-2,4%,4,-2%,10
CC1CCN(C(=O)CSc2nc3ccccc3nc2Cc2ccccc2)CC1,-3%,6,?,7,9,6%,-1,2%,-39
O=C(NCCc1ccc(Cl)cc1)c1ccc(CSCc2cccc(Cl)c2)o1,-4%,-15,2.6%,-26,29,3%,-7,5%,-7
Cc1cc(C)c(C#N)c(=N)o1,-2%,10,1.9%,14,3,3%,1,1%,11
Brc1c(NC2=NCCN2)ccc2nccnc12,-5%&-1%&3%&-3%&-4%,-8,16%,13,2,/,0,3%,24
Cc1cc(C)cc(N(C)S(=O)(=O)c2nnc(NC(=O)COc3ccc(C)c(C)c3)s2)c1,-3%,-3,-0.3%,-6,10,5%,-4,1%,-26
COc1cccc(C(c2c(O)nc(SC)n(C)c2=O)c2c(O)nc(SC)n(C)c2=O)c1,0%,-2,-2.5%,-1,1,5%,2,1%,-3
Cn1c(-c2ccc(F)cc2)cnc1SCC(=O)Nc1ccccc1N1CCOCC1,4%,2,0.6%,-7,1,-3%,-1,0%,6
C/C(=N\NC(N)=O)c1ccccc1,-6%,6,1.5%,-8,1,4%,1,2%,-5
CCn1c(SCC(=O)Nc2cccc(Cl)c2)nnc1-c1nonc1NC(C)=O,-4%,18,2.8%,2,3,-4%,-2,-1%,-4
Cc1ccc(C(=O)OCC(=O)Nc2ccccc2N2CCOCC2)cc1,4%,-5,0.9%,12,1,/,-4,-5%,-15
Cc1nc(N)sc1C(=O)Nc1ccccc1,7%,23,2.3%,26,2,0%,-2,0%,1
COCCN(C(=O)COC(=O)c1nc(Cl)ccc1Cl)c1c(N)n(Cc2ccccc2)c(=O)[nH]c1=O,-5%,3,0.4%,2,6,-12%,-2,-1%,-13
CCOc1ccc(/C=C2\CCC(C3CCCC3)C2=O)cc1OC (centres undefined),0%,-2,0.5%,-7,3,-10%,-5,1%,0
COc1ccc(-c2nc(C#N)c(N3CCN(c4cccc(Cl)c4)CC3)o2)cc1OC,-5%,3,7.9%,5,1,-4%,-6,2%,2
C/C(Cn1nnc([N+](=O)[O-])n1)=N\NC(=O)c1ccc(Cl)c(Cl)c1,-3%,-2,-1.5%,6,3,-5%,-3,-17%,10
Cc1cccc(C)c1NC(=O)Cn1cc(S(=O)(=O)Cc2ccc(F)cc2)c2ccccc21,-3%,-9,-0.5%,-2,0,6%,4,3%,?
CCOc1ccc(C(C)NC(=O)C2CCC2)cc1 (centres undefined),-2%,-3,-0.4%,-9,8,1%,-1,1%,-3
Cc1ccc(CN2C(=O)CCC2C(=O)N2CCN(c3ccc(F)cc3)CC2)cc1 (centres undefined),-3%,/,-1.0%,4,2,-4%,0,-1%,-15

# (listing goes on)
SMILES,Glioma ERSR ind,D2 PAM,RXFP1 agonist,D1 antag,D1 ag,Vif-APOBEC3F blk,D1 potentiator,Vif-A3G inh,RXFP1 antagonist
CCOc1ccc(Br)cc1S(=O)(=O)Nc1ccc(C(=O)Nc2ccccc2OC)cc1,-3%,11,-3.8%,8,5,0%,2,-1%,-4
COc1ccc(C(=O)NCC(=O)O)cc1,-6%,10,-1.0%,18,2,-2%,1,1%,0
CCOc1cc(/C=C2\SC(=S)N(NC(=O)c3cccnc3)C2=O)ccc1O,6%,7,0.0%,2,20,-3%,2,-10%,-28
Cc1cc(OCCCn2ccnc2)cc(C(C)C)c1,-3%,-17,-0.1%,6,3,18%,-7,-1%,2
CCC(=O)Nc1ccc2c(c1)Cc1cc(NC(=O)CC)ccc1-2,0%,-3,-22%,-7,0,-17%,-9,-6%,0
COCCCNC(=O)CSc1nc2ccccc2c(=O)n1CCCN1CCCCC1,-2%,2,3.1%,-11,1,-4%,-8,-2%,6
Cc1cccc(N2CCN(C(=O)C(NS(=O)(=O)c3cccs3)c3ccccc3)CC2)c1C (centres undefined),0%,-9,0.8%,1,5,-6%,-6,1%,-2
Cc1ccc(-n2ncc3c2CC(C)(C)CC3NC(=O)c2c(C)noc2C)cc1 (centres undefined),-5%,-4,-2.5%,10,2,-15%,2,0%,-4
Cc1ccccc1-c1nc(CN(C)C(C)c2ccon2)c(C)o1 (centres undefined),4%,6,0.9%,-12,1,5%,-1,0%,-9
CC(C)Cc1nc(N2CCC(C(N)=O)CC2)c2nnn(Cc3ccccc3)c2n1,-2%,/,3.5%,12,0,-27%,-2,4%,-2
COc1ccc(C(=O)N2CCCC(CCC(=O)N3CCN(c4ccccn4)CC3)C2)cc1 (centres undefined),-3%,1,0.7%,-17,2,5%,3,2%,-14
O=c1cc(CN2CCN(S(=O)(=O)/C=C/c3ccccc3)CC2)c2ccc(O)cc2o1,-5%,2,0.6%,7,2,-8%,-7,1%,15
Cc1nc2ccccc2nc1OCc1ccccc1,3%,6,-0.2%,2,1,-11%,-8,-2%,7
Nc1c(C(=O)Nc2ccc3c(c2)OCCO3)nnn1Cc1ccccc1Cl,5%,2,0.9%,6,18,0%,0,-6%,8
Cc1noc(C)c1C(=O)OCC(=O)Nc1cccc(F)c1,-3%,/,/,/,/,-7%,/,-1%,6
COc1ccc(/C=C/C(=O)NC(=S)Nc2ccc(S(=O)(=O)N=C(N)N)cc2)cc1OC,1%,5,2.1%,7,4,10%,-2,0%,4
CC(C)(C)NC1=CC(=O)OC12CCCCC2,1%,7,1.2%,-4,4,-4%,-1,0%,2
O=C(Cc1c(C(=O)O)[nH]c2ccccc12)NCCN1CCN(c2cccc(Cl)c2)CC1,0%,6,1.3%,23,2,-5%,-4,-2%,-20
Cc1ccccc1NC(=O)c1ccccc1NC(=O)CCC(=O)O,-3%,3,-0.3%,12,3,1%,-6,2%,10
N#Cc1ccc(NC(=O)COC(=O)C2Cc3ccccc3CN2C(=O)c2ccccc2)cc1 (centres undefined),-6%,0,3.7%,0,3,?,-11,0%,-2
COc1cccc(C(=O)c2cn(CC(=O)NCc3ccccc3)c3nc(C)ccc3c2=O)c1,-1%,11,?,2,5,1%,-4,-6%,8
O=C(CSCc1cc(=O)c2cc(F)ccc2[nH]1)Nc1ccccc1Cl,-4%,1,-0.8%,4,1,1%,-2,1%,-2
CC(C)(C)c1nc(SCC(=O)Nc2nc3c(s2)CCCC3)c2ccccc2n1,-1%,-9,1.7%,3,6,-6%,-1,-1%,-26
CS(=O)(=O)Cc1ccc(C(=O)NC2CCN(Cc3ccccc3)C2)cc1 (centres undefined),-6%,-11,-2.3%,-4,5,6%,-3,-1%,-13
O=C(O)C1C2CCC(O2)C1C(=O)Nc1ccc(Cl)cc1F (centres undefined),-3%,12,2.0%,13,1,-1%,-14,4%,8

# The list goes on:
SMILES,Glioma ERSR ind,D2 PAM,RXFP1 agonist,D1 antag,D1 ag,Vif-APOBEC3F blk,D1 potentiator,Vif-A3G inh,RXFP1 antagonist
COc1ccccc1NC(=O)C1=C(C)Nc2ncnn2C1c1ccccc1C(=O)O (centres undefined),-3%,-7,0.7%,-6,1,3%,-4,4%,3
CC(NCC(O)COCCC12CC3CC(CC(C3)C1)C2)c1ccccc1 (centres undefined),-14%,-1,0.8%,56,169*,2%,12,-12%,-62*
COc1ccc(-c2cc(C(F)(F)F)nc(SCC(N)=O)n2)cc1,-3%,8,0.7%,-11,7,0%,-5,4%,2
N#CCCn1cc(C(=O)O)c(-c2cc3ccccc3o2)n1,-6%,6,0.6%,4,5,3%,-1,0%,-7
CC1CCC2C(=O)N(c3ccc(S(=O)(=O)c4ccccc4)cc3)C(=O)C2C1 (centres undefined),-2%,0,4.3%,-5,24,3%,1,1%,1
O=C(c1cc(COc2ccc(F)cc2Cl)on1)N1CCc2ccccc2C1,1%,-7,-2.2%,1,13,4%,-5,8%,-13
COc1ccc(-c2nnc(SCC(=O)NCCc3ccc(S(N)(=O)=O)cc3)o2)cc1OC,-1%,-13,2.5%,1,1,5%,4,5%,-3
COc1ccccc1NC(=O)NC1CCCCCCC1,3%,-13,-4.0%,-1,0,-5%,12,-10%,-1
Cc1cc(=O)[nH]c(SCCc2ccccc2)n1,0%,12,-0.1%,5,2,15%,-3,2%,-1

# Two of these compounds in another layout:
# Order of values – Glioma ERSR ind	D2 PAM	RXFP1 agonist	D1 antag	D1 ag	Vif-APOBEC3F blk	D1 potentiator	Vif-A3G inh	RXFP1 antagonist
- Cc1cccc(N2CCN(C(=O)C(NS(=O)(=O)c3cccs3)c3ccccc3)CC2)c1C (centres undefined)
    0%	-9	0.8%	1	5	-6%	-6	1%	-2
- Cc1ccc(-n2ncc3c2CC(C)(C)CC3NC(=O)c2c(C)noc2C)cc1 (centres undefined)
    -5%	-4	-2.5%	10	2	-15%	2	0%	-4

# This is a subset. The share of hits here may be higher or lower than overall.
